# LNCaP diff act: LNCaP prostate cell differentiation activation; flow cytometry side scatter, 4 d; side scatter shift, % at 10 µM; hit rate 0.56% among 24,000; AID 795;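 active = side scatter shift above 30%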;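 note: androgen-responsive LNCaP prostate cancer cells in charcoal-stripped serum medium; percent of cells past a gate set so DMSO wells show 10% shift; higher shift means more granular cells and more differentiation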
# VLA-4 antagonist: inhibitors of LDV-FITC ligand binding to Mn2+-activated human VLA-4 integrin | P13612 | hit rate 0.2% among 24,000 | Jurkat cells, LDV-FITC binding with Mn2+, flow cytometry; 100% = Mn2+-driven binding gain fully reversed | AID 529 | inhibition, % at 10 µM (by protocol);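 active = inhibition above 50%; inconclusive = compound itself fluorescent, judged against control cell fluorescence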;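 note: 0% = Mn2+ stimulated cells lacking compound and 100% = ligand binding without Mn2+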
# Target sequence (P13612 whole entry, looked up): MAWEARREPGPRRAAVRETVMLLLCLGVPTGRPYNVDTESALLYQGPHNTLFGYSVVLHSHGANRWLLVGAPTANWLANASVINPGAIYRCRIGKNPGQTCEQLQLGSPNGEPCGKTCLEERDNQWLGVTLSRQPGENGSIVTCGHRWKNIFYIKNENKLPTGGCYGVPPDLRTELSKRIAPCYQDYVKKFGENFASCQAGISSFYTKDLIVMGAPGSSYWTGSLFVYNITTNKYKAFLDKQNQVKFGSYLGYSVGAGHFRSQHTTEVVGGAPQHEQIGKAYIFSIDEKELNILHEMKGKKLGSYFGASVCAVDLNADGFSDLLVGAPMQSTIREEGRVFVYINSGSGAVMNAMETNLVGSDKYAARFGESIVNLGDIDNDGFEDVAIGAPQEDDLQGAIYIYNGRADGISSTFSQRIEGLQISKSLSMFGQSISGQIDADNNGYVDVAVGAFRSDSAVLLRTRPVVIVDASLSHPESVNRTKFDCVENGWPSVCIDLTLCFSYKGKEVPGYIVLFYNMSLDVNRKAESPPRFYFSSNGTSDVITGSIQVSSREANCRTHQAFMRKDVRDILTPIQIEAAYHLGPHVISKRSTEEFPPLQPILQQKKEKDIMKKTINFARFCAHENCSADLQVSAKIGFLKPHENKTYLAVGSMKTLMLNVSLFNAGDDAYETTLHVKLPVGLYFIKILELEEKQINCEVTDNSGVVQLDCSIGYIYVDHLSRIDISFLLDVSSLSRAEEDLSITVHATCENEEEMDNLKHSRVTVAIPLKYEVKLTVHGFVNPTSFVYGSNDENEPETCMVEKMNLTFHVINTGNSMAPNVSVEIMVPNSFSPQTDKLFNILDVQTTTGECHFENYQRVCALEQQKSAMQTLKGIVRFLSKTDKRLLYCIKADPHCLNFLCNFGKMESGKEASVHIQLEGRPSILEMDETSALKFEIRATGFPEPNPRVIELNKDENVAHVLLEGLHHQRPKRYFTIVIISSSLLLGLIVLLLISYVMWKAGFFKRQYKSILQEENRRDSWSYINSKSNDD
# Jurkat autofluor: counter-screen for VLA-4 integrin: compound autofluorescence in Jurkat cells; hit rate 0.61% among 24,000; fluorescence ratio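 (tested at 10 µM compound in the well)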; AID 576; flow cytometry; stronger effect = higher value; 1 = vehicle-only cell background;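 active = fluorescence ratio above 2.44, which is 1 plus 3 SD of all ratios; inconclusive = signal too bright to measure linearly, ratio around 10 or more; inactive = fluorescence ratio below 2.44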;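 note: green fluorescence of cells measured with 488 nm excitation and 530 nm emission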
# VLA-4 allo ag: allosterically activates the human VLA-4 integrin; 24,000 tested, under 10 active; activation, % at 10 µM (by protocol); Jurkat cells, LDV-FITC binding, flow cytometry; P13612; AID 528;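 active = fluorescent ligand binding to cells raised by more than 40% of the manganese-induced maximum; inconclusive = compound's own fluorescence above 85% of the ligand control signal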;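 note: 0% = ligand binding without compound and 100% = manganese-stimulated maximal binding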
# Numbers without * were called inactive; ? = inconclusive. An excerpt. The share of hits here may be higher or lower than overall.
# The opening 3 entries as a preview:
SMILES,LNCaP diff act,VLA-4 antagonist,Jurkat autofluor,VLA-4 allo ag
Cc1ccc(Cl)cc1NC(=O)c1ocnc1C,4.0,14.0,0.96,-4.0
CCN(CC)S(=O)(=O)c1cccc(C(=O)Nc2ccccc2C(=O)N2CCOCC2)c1,15.0,3.0,1.12,4.0
CCSc1nc(C)nc2c1oc1ccccc12,3.0,-4.0,1.02,-2.0

# All compounds of this part (from the top)
SMILES,LNCaP diff act,VLA-4 antagonist,Jurkat autofluor,VLA-4 allo ag
Cc1ccc(Cl)cc1NC(=O)c1ocnc1C,4.0,14.0,0.96,-4.0
CCN(CC)S(=O)(=O)c1cccc(C(=O)Nc2ccccc2C(=O)N2CCOCC2)c1,15.0,3.0,1.12,4.0
CCSc1nc(C)nc2c1oc1ccccc12,3.0,-4.0,1.02,-2.0
CN1CCN(S(=O)(=O)c2ccc(NC(=O)c3ccc(F)cc3)cc2)CC1,4.0,-13.0,1.05,4.5
Cc1ccccc1Cn1c2ccccc2c2cn[nH]c(=O)c21,7.0,40.0,1.18,-15.5
COC(=O)c1ccc(C2CC(=O)NC3=C2C(=O)CCC3)cc1 (stereo not drawn),12.0,?,1.07,?
Cn1c(=O)[nH]c(=O)c2[nH]c(CN3CCN(C(=O)c4ccco4)CC3)nc21,14.0,?,1.06,?
Cc1cccnc1NC(=O)C1CCN(S(=O)(=O)c2ccc3c(c2)CCC(=O)N3)CC1,2.0,0.0,1.07,-3.0
CCOc1cc2c(C)cc(=O)oc2cc1Cl,8.0,-5.0,1.03,-3.0
CCOC(=O)c1cc(C(C)(C)C)oc1CN,7.0,8.0,0.97,-11.0
COc1cccc(NC(=O)CN2CCN(c3ccc(F)cc3)CC2)c1,9.0,-2.0,0.99,4.0
COC(=O)CNC(=O)Cn1ccc2ccccc2c1=O,9.0,11.0,1.08,-3.0
Cn1cccc1Cc1nnc(SCC(=O)Nc2nccs2)n1CCc1ccccc1,10.0,8.0,0.92,6.0
COc1ccc(CCNC(=O)C2CCCN(Cc3nc(-c4ccccc4C)oc3C)C2)cc1OC (stereo not drawn),14.0,0.0,1.17,-1.0
Cc1cc(C)n(CCc2nc3c4ccccc4n(CC(=O)Nc4ccc(Cl)cc4F)c(=O)n3n2)n1,12.0,-25.0,1.11,-6.0
CC(C)COC(=O)C1C(=O)CC(C)(O)C(C(=O)OCC(C)C)C1c1cccnc1 (stereo not drawn),1.0,7.0,1.02,-3.0
COc1cc(OC)c(NC(=O)CCNS(=O)(=O)c2cc(Br)cnc2N)cc1Cl,19.0,-5.0,1.03,3.0
O=C(Cn1nc(-c2ccc(Cl)cc2)ccc1=O)NCCCN1CCN(Cc2ccccc2)CC1,19.0,-10.0,1.09,-3.7
CCOC(=O)C1=C(c2ccccc2)NC(SC)=C(C#N)C1c1ccco1 (stereo not drawn),14.0,49.5,1.06,-16.0
O=C(Nc1nncs1)c1ccccc1NS(=O)(=O)c1cccs1,2.0,-20.5,1.05,0.5
COc1ccc(-c2cc(C(=O)N3CCN(Cc4ccccc4)CC3)no2)cc1OC,13.0,-11.0,1.1,6.0
O=C(NCc1ccccc1)c1c[nH]c2ccc(S(=O)(=O)Nc3ccc4c(c3)OCCO4)cc2c1=O,8.0,-9.0,1.06,2.0
O=C1c2ccccc2C(=O)N1CC(O)COCc1ccccc1 (stereo not drawn),15.0,10.0,1.04,-3.0
Cc1c(C(=O)OCCOc2ccccc2)[nH]c2c1C(=O)CCC2,5.0,?,1.3,?
CCOc1ccc(N(CC(=O)NC(C)CC)S(=O)(=O)c2c(C)noc2C)cc1 (stereo not drawn),7.0,1.0,1.07,-3.0
O=C(CSc1nc(N2CCCCC2)nc(N2CCCCC2)n1)Nc1nccs1,4.0,-12.0,0.96,-5.0
Cc1cc2cc(CNC(=O)Nc3ccccc3)ccc2n1C,16.0,?,1.29,?
CCOc1ccc(CNC(=O)CCn2c(=O)oc3ccccc32)cc1OC,8.0,-0.5,1.08,0.0
COCCNC(=O)C(c1ccc(O)cc1)N(Cc1ccco1)C(=O)CCC(=O)Nc1nccs1 (stereo not drawn),3.0,?,1.03,?
CCN1C(=O)c2cccc3c(S(=O)(=O)Nc4ccccc4OC)ccc1c23,3.0,6.5,1.11,3.0
NC(=O)C1CCN(C(=O)C2c3ccccc3C(=O)N3CCc4ccccc4C23)CC1 (stereo not drawn),13.0,7.0,1.01,-2.0
O=C(OCn1nnc2ccccc2c1=O)c1ccc(Br)o1,10.0,-4.0,1.05,0.0
Cc1ccc(-c2nc3cc(NC(=O)C(C)C)ccc3o2)cc1C,5.0,9.0,1.08,0.0
Cn1nnnc1SCC(=O)N1CCN(c2ccccc2)CC1,7.0,-20.5,1.06,4.5
O=C(NCCN1CCOCC1)c1cc2sccc2n1Cc1ccc(Cl)cc1,10.0,9.0,1.03,4.0
CCCn1c(SCC(=O)N2CCc3ccccc3C2)nc2c1c(=O)n(C)c(=O)n2C,15.0,-13.0,1.08,2.0
CCC(C)C(NC(=O)C1CCC(C)CC1)C(=O)NCc1cccnc1 (stereo not drawn),3.0,3.3,1.01,-2.7
C/C(N)=C(/C#N)C(=O)COC(=O)COc1ccc(Cl)cc1,1.0,-14.5,1.01,-5.0
COc1ccc(Br)cc1CNC(=O)C1CCN(S(=O)(=O)N2CCCC2)CC1,9.0,-12.0,1.06,-2.0
CCCN(CCC)C(=O)CSc1nc2ccccc2c(=O)n1C1CCCC1,10.0,?,1.35,?
O=C(CSc1nnc(Cn2c(=O)sc3ccccc32)n1-c1ccccc1)N1CCCC1,10.0,?,1,?
Nc1c(C(=O)Nc2ccc3c(c2)OCCO3)nnn1CCc1ccccc1,5.0,9.0,1.03,-3.0
O=c1[nH]c(NCc2ccco2)nnc1Cc1ccccc1Cl,20.0,4.5,0.93,-1.0
Cc1c(NC(=O)c2ccc(N3C(=O)C4C5C=CC(C5)C4C3=O)cc2)c(=O)n(-c2ccccc2)n1C (stereo not drawn),15.0,-2.5,1.03,1.0
O=C(NCc1ccccn1)Nc1ccc2c(c1)OCO2,16.0,-6.5,1.02,2.5
Cc1cc2ccccn2c1C(=O)c1ccncc1,3.0,-9.0,1.03,5.5
Cc1ccccc1N1OC2C(=O)N(c3ccc(F)cc3)C(=O)C2C1c1ccccn1 (stereo not drawn),10.0,-17.0,1.02,11.0
CCc1nnc(SCC(=O)NC2CCCCC2)nc1CC,2.0,-2.3,1.05,0.0
Cc1ccc(C(c2sc3nc(C)nn3c2O)N2CCN(c3ccccc3)CC2)cc1 (stereo not drawn),10.0,?,1.06,?
COC(=O)Nc1nnc(CCc2ccccc2)s1,4.0,-6.5,1.02,-4.0
Cc1ccc(C)c(N2CCN(C(=O)CN(C)S(=O)(=O)c3cnc[nH]3)CC2)c1,5.0,3.0,1.04,1.0
CCOc1cc(C2C(C(=O)OCC(C)C)=C(C)N=C3SCCC(=O)N32)ccc1OC(C)=O (stereo not drawn),9.0,-1.0,1.04,3.0
CCOc1ccc(CCNC(=O)c2nnc(Cc3ccc(F)cc3)o2)cc1OCC,10.0,?,1.22,?
CCOC(=O)c1[nH]c2ccccc2c1NC(=O)CCN1CCN(C(=O)OCC)CC1,12.0,-9.5,1.06,-2.0
COc1ccc(C2CC(c3cccc(Cl)c3)n3nc(N)nc3N2)cc1 (stereo not drawn),15.0,-8.0,1,3.0
Cc1cc(NC(=O)c2cc(CC(C)C)on2)n(-c2ccccc2)n1,4.0,?,1.17,?
FC(F)(F)C(Oc1nc(NC2CCCCC2)nc(N2CCOCC2)n1)C(F)(F)F,3.0,4.0,0.93,-5.0
O=C1C2C3C=CC(C3)C2C(=O)N1Cc1ccccc1 (stereo not drawn),3.0,-35.0,1.1,4.0
CCOC(=O)c1[nH]c2ccc(C)cc2c1N=C(C)N(C)C,7.0,-11.0,1.05,2.0
CCCc1cc(C(=O)N(C2CCCCC2)C2CCCCC2)no1,20.0,38.0,1.07,-12.0
# The results go on.
SMILES,LNCaP diff act,VLA-4 antagonist,Jurkat autofluor,VLA-4 allo ag
Cc1n[nH]c(C)c1S(=O)(=O)N(CC(=O)Nc1ccc2c(c1)OCCO2)c1ccc(C(C)C)cc1,11.0,9.0,1.04,-3.0
CCCN1CCN(CCCNC(=O)C2CCN(c3nnc(-n4cccc4)s3)CC2)CC1,14.0,3.0,0.9,-1.0
CCc1nc2sc(C)c(C)c2c(=O)n1CCO,3.0,-9.0,1.06,-1.0
COc1cccc(-c2nnc(SCC(=O)N3CCCc4ccccc43)o2)c1,10.0,0.8,1.06,-2.0
c1ccc(-c2csc(N3CCCCCC3)n2)cc1,9.0,-35.5,1.1,4.5
Cc1ccc2nc(NC(=O)C3CCCN(S(=O)(=O)c4cnc[nH]4)C3)sc2c1 (stereo not drawn),6.0,15.3,1.07,-10.7
CCOCC(O)CS(=O)Cc1ccccc1 (stereo not drawn),14.0,-2.0,1.05,2.3
CN(C)c1ccc(NC(=O)CSc2nc3ccccc3c(=O)n2C2CCCCC2)cc1,4.0,?,1.12,?
O=C(NCCC1=CCCCC1)C1CCN(Cc2cnn(-c3ccccc3)c2-n2cccc2)CC1,19.0,?,1.48,?
CC(C)(C)C1CCC2(CC1)NC(CO)(CO)CO2 (stereo not drawn),2.0,-5.0,0.98,4.0
COc1ccc(-c2noc(CCC(=O)NCCN3CCN(c4ccccc4F)CC3)n2)cc1,3.0,3.0,0.98,1.0
O=C1c2ccccc2C(O)N1Cc1ccc2c(c1)OCO2 (stereo not drawn),6.0,-10.0,1,0.0
CCc1ccc(NC(=O)c2cc(CC(C)C)on2)cc1,10.0,-4.0,1.02,2.0
Cn1c(C(F)(F)F)nc2c(=O)oc3ccccc3c21,1.0,-8.0,1.01,1.0
CCN1C(=O)c2ccccc2S(=O)c2ccc(C(=O)NCc3ccccn3)cc21 (stereo not drawn),11.0,0.0,1.05,0.0
Cc1nc2sc(C(c3ccco3)N3CCN(c4ccccc4F)CC3)c(O)n2n1 (stereo not drawn),9.0,-9.0,1.02,1.3
Cc1nnc2ccc(N3CCN(C(=O)c4ccccc4)CC3)nn12,2.0,-25.0,1.02,4.0
Cc1noc(C)c1CSc1nc2ccccc2s1,4.0,-15.5,1.07,-0.5
CCc1ccccc1N(CC)C(=O)CCc1nc(-c2ccc(C)cc2)no1,2.0,?,1.16,?
c1cnc(NCCNc2ncccn2)nc1,5.0,-4.0,1.02,2.5
CCOC(=O)c1nnn(-c2nonc2N)c1CN1CCc2ccccc2C1,5.0,-5.0,1.09,-1.5
CC1CCCC(NC(=O)c2ccc3c(=O)n(CC4CCCO4)c(=O)[nH]c3c2)C1C (stereo not drawn),9.0,-8.0,1.04,-1.0
CC(=O)c1ccc(NC(=O)CCNS(=O)(=O)c2cccc3nonc23)cc1,9.0,-7.0,1.05,-1.0
Cn1c(SCc2nnc3n2CCCCC3)nc2ccccc21,12.0,-7.5,1.01,3.0
CC(C)CC(NC(=O)OC(C)(C)C)C(=O)NC(C(=O)NC(C)C(N)=O)C(C)C (stereo not drawn),1.0,-14.5,0.99,-1.0
O=S(=O)(NC1CCCC1)c1ccccc1Cl,2.0,-26.0,1.11,-5.5
CCOc1ccc(-c2nc(C#N)c(N3CCOCC3)o2)cc1,7.0,3.0,1.05,-1.0
CCN(CC)CCNC(=O)c1ccccn1,11.0,3.5,0.99,5.0
COc1ccc(CNC(=O)Cn2nc(C(F)(F)F)c3c2CCC3)cc1,5.0,-17.5,1.02,4.0
CN(CC(=O)NCc1cccs1)S(=O)(=O)c1cccc2nsnc12,7.0,11.0,1.03,0.0
Nc1c(C(=O)NCc2ccccc2)nnn1Cc1cccc(Cl)c1,24.0,16.0,0.95,-4.0
COc1ccccc1C1N(c2ccc(F)cc2)C(=O)C2CCCN21 (stereo not drawn),5.0,5.3,1.11,-3.7
CC1=C(C(N)=O)C(c2cccc(O)c2)n2nc(CCCO)nc2N1 (stereo not drawn),4.0,-11.0,1.02,3.0
CCOC(=O)CSC1=C(C#N)C(c2ccc3c(c2)OCO3)CC(=O)N1 (stereo not drawn),26.0,-11.7,1.04,4.3
CCCN1Cc2cccc(C(=O)NCc3cccs3)c2C1=O,8.0,2.7,1.06,1.7
CCOc1ccc(NC(=O)CN2CCN(CC(=O)Nc3ccc(C(=O)OC)cc3)CC2)cc1,1.0,-4.0,0.98,-12.0
Cc1cc(Nc2cccc(C)c2C)n2ncnc2n1,6.0,?,0.99,?
O=C(c1cc2ccccn2n1)N1CCN(c2cccc(C(F)(F)F)c2)CC1,16.0,7.0,1.1,3.0
Cc1ccc(CCNC(=O)C2CCN(S(=O)(=O)N3CCCC3)CC2)cc1,8.0,-6.0,1.01,4.0
CCn1cc(C2=NC(c3ccccc3)CO2)c2ccccc21 (stereo not drawn),6.0,-8.0,1.07,1.0
O=C(O)c1[nH]c2ccc(Cl)cc2c1CC(=O)N1CCN(c2ccccc2)CC1,14.0,-16.0,1.06,8.0
CC(C)NC(=O)CSc1nnc(-c2ccc(C(C)(C)C)cc2)n1C,3.0,4.0,1.05,-1.0
C=CCOc1nc(N2CCCC2)nc(N2CCCC2)n1,11.0,12.3,0.99,-5.3
